All columns: NCI-60 one-dose screen, growth in % after 48 h at 10 µM unless noted; 100 = growth as untreated, 0 = no growth, -100 = all killed.
MDA-MB-468: MDA-MB-468 breast cancer; AID 2202374; actives 8.5% (n = 78,000)
BT-549: BT-549 breast cancer | actives 4.4% (n = 78,000)
MDA-MB-435: MDA-MB-435 melanoma; actives 7.8% (n = 82,000); AID 1794794
MCF7: MCF7 breast cancer; actives 6.3% (n = 82,000)
MOLT-4: MOLT-4 leukemia cells; actives 6.9% (n = 80,000); AID 1794779
K-562: K-562 leukemia; actives 7.4% (n = 78,000); AID 1794777
SR: SR leukemia cells | actives 8.7% (n = 73,000) | AID 1794780
MDA-MB-231: MDA-MB-231 breast cancer; actives 5% (n = 81,000); AID 1794789
Starred values were filed as active, the others as inactive; · = not tested or not shown. The calls were made as follows: active = growth percent below 10; inactive = the rest.

Values run as follows: MDA-MB-468, BT-549, MDA-MB-435, MCF7, MOLT-4, K-562, SR, MDA-MB-231
COc1cc2oc(-c3cccc(C(=O)Nc4ccc(Cl)cc4)c3)cc(=O)c2c(OCCNC(=O)[C@@H](N)Cc2ccccc2)c1OC
 : 117, 112, 100, 101, 112, 98, 97, 101
Cc1ccc2nc(C)c(-c3nnc(SCc4cc(F)ccc4F)o3)n2c1
 : 84, 98, 103, 77, 88, 84, ·, 84
CCCCSc1cc(=O)[nH]c(N)n1
 : 96, 113, 112, 93, 101, 110, 114, 105
O=C(COc1cccc(-c2nc3sccn3c2-c2ccccc2)c1)c1ccccc1
 : 57, 79, 89, 93, 75, 46, 25, 80
COc1ccc(/C=C/C=C/C(=O)c2ccc(NC(=O)Nc3ccccc3)cc2)cc1
 : 100, 91, 87, 69, 59, 77, 81, 92
Fc1ccc(-c2nc(-c3c[nH]c4ccccc34)cs2)cc1
 : 76, 97, 137, 76, 79, 99, 100, 83
COc1ccc(C)c(CN(C)C)c1
 : 109, 105, 84, 95, 114, 118, 123, 118
COCCN(C(=O)Cc1cccs1)C(C(=O)NCc1ccc(OC)cc1)c1ccc(C(C)C)cc1 (centres undefined)
 : 91, 94, 104, 85, 80, 77, 74, 71
Brc1ccc2[nH]c3c(Br)cc(Br)cc3c2c1
 : 98, 103, 94, 76, 76, 89, 77, 92
CS(=O)(=O)c1nccc(-c2c(-c3ccc(F)c(OCCc4ccc(F)cc4)c3)nc3sccn23)n1
 : -52*, 57, 87, -61*, 14, ·, 0.2*, 1.2*
N#Cc1c(N2CCNCC2)nc2sc3cc(Cl)c(Cl)cc3n2c1=N
 : 90, 118, 113, 75, 70, 77, 116, 84
COc1cc(C)cc2oc3oc(=O)c(-c4nc5ccccc5s4)cc3c(=O)c12
 : 104, 93, 95, 85, 106, 100, 105, 95
COc1cc2ncnc(Nc3ccc(S(=O)(=O)Nc4cc(C)on4)cc3)c2cc1OCCCN1CCCCC1
 : 99, 97, 102, 96, 96, 86, 89, 99
N#Cc1ncc(-c2ccc(C(F)(F)F)cc2)c(NCc2cc(C(F)(F)F)cc(C(F)(F)F)c2)n1
 : ·, 22, 12, 8.6*, 22, 16, 12, 39
CCC(C)[C@@H]1NC(=O)[C@@H]2CCCN2C(=O)[C@H](Cc2ccccc2)NC(=O)[C@@H]2CCCN2C(=O)[C@H](Cc2ccccc2)NC(=O)[C@@H]2CCCN2C(=O)[C@H](Cc2ccccc2)NC1=O (some centres undefined)
 : 116, 109, 112, 87, 90, 91, 84, 104
CC(CCC1CCCO1)OC(=O)CCCCCCCC(=O)OC(C)CCC1CCCO1 (centres undefined)
 : 114, 101, 103, 91, 111, 109, ·, ·
CCN(CC)CC(O)CNc1ccc(NCC2CO2)c2c1C(=O)c1ccccc1C2=O (centres undefined)
 : ·, -57*, -62*, -13*, -23*, -26*, -4.4*, -3.0*
CCC(C)C(N)C(=O)NC(CC(N)=O)C(=O)NC(CC(C)C)C(=O)NC(CCCCN)C(=O)NC(C)C(=O)NC(CC(C)C)C(=O)NC(C)C(=O)NC(C)C(=O)NC(CC(C)C)C(=O)NC(C)C(=O)NC(CCCCN)C(=O)NC(CCCCN)C(=O)NC(C(=O)NC(CC(C)C)C(N)=O)C(C)CC (centres undefined)
 : ·, 134, 78, 97, 94, 82, 86, 62
N#Cc1c(-c2ccccc2)cc(-c2ccccc2)n(CCCCCC(=O)O)c1=O
 : 87, 90, 99, 75, 110, 98, 99, 95
C#CCNC(=O)[C@]1(C)CC[C@]2(C)CC[C@@H]3C(=CC[C@H]4[C@@]3(C)CC[C@H]3C(C)(C)C(=O)CC[C@]43C)[C@@H]2C1
 : 104, 101, 97, 83, 93, 64, 56, 98
NNC(=O)CSCc1nc(N)nc(Nc2ccccc2F)n1
 : 109, 99, 96, 92, 106, 97, 118, 102
Cc1cccc2cc(-c3cc4ccccc4[nH]3)c(=Nc3ccc(Cl)cc3)oc12
 : 95, 113, 94, 67, 94, 94, 113, 84
Cc1nc(Nc2ncc(C(=O)Nc3c(C)cccc3Cl)s2)cc(N2CCN(CCCNC(=O)COc3ccc(C4CCC(=O)NC4=O)cc3)CC2)n1 (centres undefined)
 : -23*, 69, 81, ·, 49, 10.0*, 20, -4.0*
O=C(CCN1C(=O)/C(=C/c2ccc(O)cc2)SC1=S)Nc1ccccc1
 : 100, 93, ·, 97, 86, 82, 119, 91
S=c1[nH]nc(-c2ccc(-n3nc(-c4ccccc4)c4ccccc43)cc2)o1
 : 99, 98, 94, 90, 91, 87, 106, 102
C=C1CC[C@H]2[C@@](C)(CCC3OC(c4ccc(OCc5cn(C6OC(COC(C)=O)[C@H](OC(C)=O)C(OC(C)=O)C6OC(C)=O)nn5)cc4)OC[C@]32C)[C@@H]1/C=C/C1=CCOC1=O (some centres undefined)
 : 93, 99, 104, 89, 94, 98, 94, 99
O=C(O)C(c1ccccc1)N1C(=O)/C(=C/C2=Cc3ccccc3OC2)SC1=S (centres undefined)
 : 112, ·, 100, 97, 98, 89, ·, 98
COc1cc(OC)c(C(C)=O)cc1OC
 : 92, 100, 98, 99, 100, 101, 91, ·
CNC(=O)c1cc(Oc2ccc(NC(=O)c3[nH]c(SC)nc3-c3ccc(F)cc3)cc2)ccn1
 : 71, 85, 21, 66, 38, 7.1*, 63, 63
CCCCn1cnc2c(=O)[nH]cnc21
 : 104, 105, 100, 98, 96, 98, ·, 98

Later entries
molecule | MDA-MB-468 | BT-549 | MDA-MB-435 | MCF7 | MOLT-4 | K-562 | SR | MDA-MB-231
CC/C=C\C[C@H](F)C/C=C1/C(=O)C=C[C@@H]1C/C=C\CCCC(=O)O | 53 | 69 | 22 | 23 | -4.5* | 10 | -13* | 73
COc1ccc(CN2c3ccccc3Oc3ccccc32)cc1O | 6.5* | 40 | 9.5* | 27 | 25 | · | 17 | 57
Clc1ccc(CSc2ccc(Cl)cc2)cc1 | 93 | 97 | 98 | 96 | 102 | 98 | 99 | 107
Cc1cc(-c2ccccc2)n2nc(N)c(=S)nc2n1 | 97 | 111 | 103 | 93 | 104 | 94 | 97 | 101
O=C(/C=C/c1ccc(Cl)cc1Cl)c1cccc(OCCCOc2cccc(C(=O)/C=C/c3ccc(Cl)cc3Cl)c2)c1 | 87 | 112 | 103 | 85 | 104 | 98 | 111 | 104
CCOC(=O)CC(=O)c1cc(OC)c(OC)c(OC)c1 | 89 | · | 94 | 89 | 107 | 109 | 111 | 107
Cc1c(C(=O)O)nnn1-c1nccs1 | 107 | 96 | 96 | 100 | 103 | · | 101 | 92
COc1ccc2c(O)c(/C=C3\N=Nc4ncccc43)oc2c1C[C@@H]1CCNC[C@H]1F | -53* | -43* | -9.9* | -15* | -9.4* | -26* | -22* | -40*
O=C(CSc1nc2sc3c(c2c(=O)n1-c1ccc(Cl)cc1)CCCC3)NNC(=O)Nc1ccc(Cl)c(C(F)(F)F)c1 | -42* | 69 | 47 | 19 | 6.7* | 12 | 8.8* | 61
COc1ccc(-c2nc(Nc3ccc(F)cc3)nc(Nc3ccc4c(c3)nc(C)n4Cc3ccccc3)n2)cc1 | 28 | 71 | 34 | 23 | -9.6* | 16 | -20* | 31
CC[N+](CC)(CC)c1ccccc1 | 104 | 108 | 101 | 105 | 94 | 97 | 92 | 113
CC1=C2C3OC(=O)C(C)C3CCC2(C)C=C(Cl)C1=O (centres undefined) | 76 | 108 | 108 | 98 | 94 | 83 | 97 | 106
NC(CCc1nc2ccccc2c(=O)[nH]1)C(=O)O (centres undefined) | 105 | 97 | 100 | 105 | 103 | 97 | 97 | 103
COc1cc(/C=C/c2cccnc2Nc2ccc(O)cc2)cc(OC)c1OC | 91 | 93 | 87 | 64 | 70 | · | 57 | 77
c1ccc2c(c1)ccc[n+]2CCC1CCCCC1 | 19 | 50 | 72 | 67 | · | · | · | 70
O=C(/C=C/c1c[nH]c2ccccc12)c1ccc(O)c(CN2CCN(c3ccc(F)cc3)CC2)c1 | 97 | 99 | 109 | 99 | 99 | 103 | · | 99
O=C(O)CCCn1c2c(sc3ccccc32)c(=O)n2nnc(-c3ccccc3)c12 | 86 | 54 | 89 | 84 | 97 | 96 | 118 | 93
COc1cc2c(cc1O)CCN1C[C@@H](CC(C)C)[C@@H](O)C[C@@H]21 | 103 | 108 | 103 | 102 | 95 | 96 | 103 | 103
CC(=O)N=c1ccc2nc3c(cc(N)c4ccccc43)oc-2c1 | -44* | 10 | -82* | -75* | -37* | -56* | · | -9.2*
CCN(CC)CCN(C(=O)C(c1ccccc1)c1ccccc1)c1ccc(OC)cc1 | 85 | 96 | 105 | 85 | 92 | 81 | 75 | 63

18 successive records out of the list so far, for reference:
molecule | MDA-MB-468 | BT-549 | MDA-MB-435 | MCF7 | MOLT-4 | K-562 | SR | MDA-MB-231
COc1cc2oc(-c3cccc(C(=O)Nc4ccc(Cl)cc4)c3)cc(=O)c2c(OCCNC(=O)[C@@H](N)Cc2ccccc2)c1OC | 117 | 112 | 100 | 101 | 112 | 98 | 97 | 101
Cc1ccc2nc(C)c(-c3nnc(SCc4cc(F)ccc4F)o3)n2c1 | 84 | 98 | 103 | 77 | 88 | 84 | · | 84
CCCCSc1cc(=O)[nH]c(N)n1 | 96 | 113 | 112 | 93 | 101 | 110 | 114 | 105
O=C(COc1cccc(-c2nc3sccn3c2-c2ccccc2)c1)c1ccccc1 | 57 | 79 | 89 | 93 | 75 | 46 | 25 | 80
COc1ccc(/C=C/C=C/C(=O)c2ccc(NC(=O)Nc3ccccc3)cc2)cc1 | 100 | 91 | 87 | 69 | 59 | 77 | 81 | 92
Fc1ccc(-c2nc(-c3c[nH]c4ccccc34)cs2)cc1 | 76 | 97 | 137 | 76 | 79 | 99 | 100 | 83
COc1ccc(C)c(CN(C)C)c1 | 109 | 105 | 84 | 95 | 114 | 118 | 123 | 118
COCCN(C(=O)Cc1cccs1)C(C(=O)NCc1ccc(OC)cc1)c1ccc(C(C)C)cc1 (centres undefined) | 91 | 94 | 104 | 85 | 80 | 77 | 74 | 71
Brc1ccc2[nH]c3c(Br)cc(Br)cc3c2c1 | 98 | 103 | 94 | 76 | 76 | 89 | 77 | 92
CS(=O)(=O)c1nccc(-c2c(-c3ccc(F)c(OCCc4ccc(F)cc4)c3)nc3sccn23)n1 | -52* | 57 | 87 | -61* | 14 | · | 0.2* | 1.2*
N#Cc1c(N2CCNCC2)nc2sc3cc(Cl)c(Cl)cc3n2c1=N | 90 | 118 | 113 | 75 | 70 | 77 | 116 | 84
COc1cc(C)cc2oc3oc(=O)c(-c4nc5ccccc5s4)cc3c(=O)c12 | 104 | 93 | 95 | 85 | 106 | 100 | 105 | 95
COc1cc2ncnc(Nc3ccc(S(=O)(=O)Nc4cc(C)on4)cc3)c2cc1OCCCN1CCCCC1 | 99 | 97 | 102 | 96 | 96 | 86 | 89 | 99
N#Cc1ncc(-c2ccc(C(F)(F)F)cc2)c(NCc2cc(C(F)(F)F)cc(C(F)(F)F)c2)n1 | · | 22 | 12 | 8.6* | 22 | 16 | 12 | 39
CCC(C)[C@@H]1NC(=O)[C@@H]2CCCN2C(=O)[C@H](Cc2ccccc2)NC(=O)[C@@H]2CCCN2C(=O)[C@H](Cc2ccccc2)NC(=O)[C@@H]2CCCN2C(=O)[C@H](Cc2ccccc2)NC1=O (some centres undefined) | 116 | 109 | 112 | 87 | 90 | 91 | 84 | 104
CC(CCC1CCCO1)OC(=O)CCCCCCCC(=O)OC(C)CCC1CCCO1 (centres undefined) | 114 | 101 | 103 | 91 | 111 | 109 | · | ·
CCN(CC)CC(O)CNc1ccc(NCC2CO2)c2c1C(=O)c1ccccc1C2=O (centres undefined) | · | -57* | -62* | -13* | -23* | -26* | -4.4* | -3.0*
CCC(C)C(N)C(=O)NC(CC(N)=O)C(=O)NC(CC(C)C)C(=O)NC(CCCCN)C(=O)NC(C)C(=O)NC(CC(C)C)C(=O)NC(C)C(=O)NC(C)C(=O)NC(CC(C)C)C(=O)NC(C)C(=O)NC(CCCCN)C(=O)NC(CCCCN)C(=O)NC(C(=O)NC(CC(C)C)C(N)=O)C(C)CC (centres undefined) | · | 134 | 78 | 97 | 94 | 82 | 86 | 62

Next part.
molecule | MDA-MB-468 | BT-549 | MDA-MB-435 | MCF7 | MOLT-4 | K-562 | SR | MDA-MB-231
O=C(NNC(=O)c1cccc2ccccc12)c1ccc(F)cc1 | 102 | 100 | 109 | 101 | 94 | 86 | 86 | 102
O=C1C(Br)=CC2C1C1C3CCC3C2(Br)C12OCCO2 (centres undefined) | 19 | 46 | 24 | 2.1* | 16 | 16 | 4.6* | 52
Cc1c(C(=O)NC(Cc2ccccc2)C(O)C(=O)NCc2ccc(F)cc2)[nH]c2ccccc2c1=O (centres undefined) | 99 | 108 | 101 | 104 | 94 | 94 | · | 102
Cn1[nH]c(=O)[nH]c1=O | 98 | 105 | 98 | 94 | · | · | · | 96
C=C(C)CN(CC(=C)C)C(=N)OC | 107 | 113 | 106 | 104 | 94 | 95 | 100 | 109
COc1cc(C2CC(c3cc(OC)c(OC)c(OC)c3)=NN2c2ccccc2)ccc1OCc1ccc(F)cc1 (centres undefined) | 106 | · | 98 | 78 | · | · | · | 93

The order is random, and some 15% of all compounds hit somewhere here.
